# CF NFkB block – inhibitors of PAF-induced NF-kB signaling, primary screen, cell-based, GFP fluorescence, uHTS. KKLEB NF-kB-GFP reporter, GFP fluorescence overnight. inhibition, % at 5 µM. 0.86% of 360,000 active. AID 588850, 2011;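 active = at least 50% inhibition at 5 µM, scaled per plate between neutral and stimulator controls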;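 note: PAF is a Pseudomonas aeruginosa culture filtrate used as stimulus; plate controls were PAF-stimulated DMSO wells for no effect and unstimulated DMSO wells for full effect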
# C8 TRAIL sens – viability loss with TRAIL in NB7+C8 cells, primary screen, TRAIL sensitizer project, cell-based, ATPlite luminescence; 1% of 360,000 active; inhibition (viability loss, TRAIL sensitization), % at 10 µM;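 active = compounds causing at least 50% loss of cell viability in the single-dose screen, relative to plate controls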
# Shn3 3UTR inh – reduction of Shn3 3'UTR firefly luciferase signal, primary screen, Schnurri-3 inhibitor project, cell-based, Clone20 osteoblasts, set 2 | Clone20 osteoblast Shn3 3'UTR firefly luciferase, 24 h | 0.52% of 360,000 active | inhibition, % at 12.5 µM | AID 588674, 2011;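 active = mean inhibition of at least 75% with every replicate also reaching 75%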;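 note: 0% = median of neutral control wells and 100% = pilot-screen positive control compound; some compounds past the cut are filed as inactive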
# NR2E3 ag-1 – NR2E3 agonists in two-hybrid cells, primary screen, cell-based, luminescence, CHO-S, Gal4-NCOR/VP16-NR2E3 | Photoreceptor-specific nuclear receptor (Homo sapiens), Q9Y5X4 | luciferase | inhibition of corepressor binding, % at 3.98 µM | 0.35% of 360,000 active | AID 602229, 2012;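 active = inhibition above the mean of all tested compounds plus 3 SD, cut at about 70% in these data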;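 note: 0% = DMSO with NR2E3 transfected cells and 100% = cells lacking NR2E3 construct; higher means lower luciferase signal from less NR2E3 corepressor binding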
# Target sequence (Q9Y5X4 whole entry, looked up, the tested form may be a part): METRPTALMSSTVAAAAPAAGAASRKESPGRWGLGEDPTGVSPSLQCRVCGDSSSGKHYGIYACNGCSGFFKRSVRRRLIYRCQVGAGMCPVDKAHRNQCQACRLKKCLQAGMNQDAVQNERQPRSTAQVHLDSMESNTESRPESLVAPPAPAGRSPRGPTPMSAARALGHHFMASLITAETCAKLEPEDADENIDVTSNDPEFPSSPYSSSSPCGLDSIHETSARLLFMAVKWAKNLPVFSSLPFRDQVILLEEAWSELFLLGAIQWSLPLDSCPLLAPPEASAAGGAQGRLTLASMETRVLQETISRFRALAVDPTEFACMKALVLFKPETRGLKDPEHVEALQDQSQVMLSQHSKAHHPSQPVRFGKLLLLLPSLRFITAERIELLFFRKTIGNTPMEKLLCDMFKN
# NR2E3 ag-2 – inhibitors of NR2E3-RetCOR corepressor binding, primary screen, NR2E3 agonist project, biochemical, TR-FRET, GST-NR2E3, biotin-RetCOR; Photoreceptor-specific nuclear receptor (Homo sapiens), Q9Y5X4; inhibition of corepressor binding, % at 4.78 µM; AID 2300, 2010; 0.12% of 320,000 active; 1536-well;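 active = percent inhibition above the cutoff of mean plus 3 SD of all tested compounds, set per screening campaign, cut at about 20% in these data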;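 note: 0% = DMSO wells and 100% = biotin wells as full block of FRET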
#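 System: GST-tagged NR2E3 plus biotinylated RetCOR corepressor; Amount: 1.35 nM GST-tagged NR2E3 final; Dosing: single nominal compound dose of 4.8 µM; Schedule: 5 h incubation at 4 °C; Technique: TR-FRET with europium anti-GST and streptavidin-D2, 340 nm excitation; Controls: biotin wells as high control, 0.6% DMSO wells as low control.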
# TROY NFkB inh – inhibitors of TROY-driven NF-kB signaling, primary screen, Q293 LMP1-TROYcd cells, NF-kB luciferase, uHTS. inhibition, % at 10 µM. Q293 LMP1-TROYcd NF-kB luciferase reporter, 4 h. 0.98% of 360,000 active. AID 1347056, 2019;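 active = compounds whose plate-normalised and pattern-corrected inhibition of the luciferase reporter signal at the single screening dose is 50% or more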
# TWEAK-Fn14 inh – inhibitors of TWEAK-Fn14 signaling, primary screen, luciferase reporter cells, uHTS | TWEAK-stimulated Fn14 reporter cells, luciferase luminescence, 8 h | inhibition, % at 10 µM | 2% of 360,000 active | AID 1159606, 2016; in the data active = inhibition above about 50%
# TRPM1 prom inh – inhibitors of MITF-dependent TRPM1 promoter reporter, primary screen, cell-based, SK-MEL-5, single point, luciferase. AID 488899, 2010. inhibition, % at 12.5 µM. SK-MEL-5 TRPM1 promoter luciferase, 24 h. 0.83% of 330,000 active;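 active = mean inhibition across replicates of 60% or more, whatever share of single replicates reaches that level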; note: values of inactives mirror those of a sister screen read the other way
# HIF-2a block – HIF-2a reporter inhibitors, primary screen, luminescence, 786-0 RCC cells; 786-0 RCC cells HIF-2a reporter, luciferase luminescence, overnight; inhibition, % at 18.8 µM; 0.72% of 360,000 active; AID 624352, 2012;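 active = inhibition of the luminescence signal of 40% or more relative to plate controls, in a single-dose primary screen at 18.75 µM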
# KKLEB cytotox – cytotoxicity in KKLEB CF airway cells, primary screen, cytotoxicity control for CF NF-kB inhibitor project, cell-based, uHTS, fluorescence assay plates; KKLEB CF airway cells viability, ATPlite luminescence, overnight; active compounds read low; cells stimulated with P. aeruginosa culture filtrate; activity change (cytotoxicity), % at 5 µM; 0.36% of 360,000 active; AID 602141, 2011;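 active = corrected activity change at or below -50% at 5 µM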
# Peg3 promoter – Peg3 promoter-driven luciferase inhibitors, primary screen, cell-based, HeLa, luciferase luminescence | 1.7% of 360,000 active | AID 588405, 2011 | inhibition, % at 20 µM | HeLa PEG-Prom luciferase reporter, overnight;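 active = inhibition of at least 50% at 20 µM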
# Numbers without * were called inactive; x = no result given. This is a subset, so the mix of outcomes need not match the whole.
SMILES,CF NFkB block,C8 TRAIL sens,Shn3 3UTR inh,NR2E3 ag-1,NR2E3 ag-2,TROY NFkB inh,TWEAK-Fn14 inh,TRPM1 prom inh,HIF-2a block,KKLEB cytotox,Peg3 promoter
CCCC(=NCCc1c(C)[nH]c2ccccc12)C1=C(O)CC(c2ccccc2)CC1=O (stereo not drawn),44,-7,-6,-62,1,-1,24,1,31,-8,45
COc1ccc(-n2nnc3c(=O)n(CC(=O)N4CCC(C)CC4)cnc32)cc1,-27,24,-2,-33,2,2,-7,x,4,14,1
O=C(O)CC/C(=N\NC(=O)CNC(=O)c1cccc(Cl)c1)c1ccccc1,-2,5,-9,15,5,12,2,8,13,10,-3
Clc1ccc(-c2ccc(CNCc3ccccn3)o2)cc1,-4,1,-57,-43,-4,-60,-51,-16,-257,-8,-188
COc1ccccc1NC(=O)CN1CCN(c2ccc(F)cc2)CC1,12,-7,4,-4,x,17,2,-3,23,-25,12
CCN(CC)c1ccc(/C=C2/SC(=O)N(C(C)C)C2=O)o1,15,-3,96*,-37,x,2,26,9,24,-14,-23
c1ccc(CN2CCN(C3=Nc4cccc5cccc3c45)CC2)cc1,-27,19,-25,-29,x,6,-30,-83,-148,-4,-132
COc1ccc(NC(=O)NC(C)(C(F)(F)F)C(F)(F)F)cc1,4,-20,7,-10,-1,-20,-9,-3,0,2,-1
COc1ccc(-n2c(C)cc(/C=N/Nc3nc(N4CCOCC4)nc(N4CCOCC4)n3)c2C)cc1,-9,-13,-1,-12,-1,-3,-3,0,9,-1,15
CCOc1ccc(-n2cc(C(=O)N3CCC(C)CC3)c3cc(OC)c(OC)cc3c2=O)cc1,1,-12,-1,-44,-1,-6,-3,1,24,-8,5
CCCCn1c2nc3ccccc3nc2c2c(=O)n(CCC(C)C)cnc21,-30,-1,10,-15,3,-13,8,1,5,20,19
C#CCOCCOCCOCCNc1nc(N2CCN(C(=O)[C@H](CCCCN)n3cc([C@@H](N)[C@H](C)CC)nn3)CC2)nc(N2CCN(C(=O)[C@H](CCC(=O)O)n3cc([C@@H](N)CCCCN)nn3)CC2)n1,-6,0,9,-9,x,-4,5,2,7,-5,7
CCN(CC)CCCNC(=O)c1ccc(Cl)c(S(=O)(=O)Nc2ccccc2OC)c1,-20,-11,-1,11,1,-7,3,-12,7,7,-2
COC(=O)C1C(=O)C=C(Nc2ccc(F)cc2F)CC1c1ccc(OC)cc1 (stereo not drawn),-29,-19,10,-26,1,-14,-17,-12,-83,21,-41
Nc1nnc(CC2=CCCCC2)s1,-4,-6,-4,-11,-1,-28,1,-4,15,12,13
CCCNC(=O)C12CCC(C)(C(=O)O1)C2(C)C (stereo not drawn),-10,0,x,-57,-4,5,-4,x,14,9,15
CC1(C)CC2CC(C)(CN2CC(=O)C(C#N)c2ccccc2)C1 (stereo not drawn),1,-37,14,5,5,-5,10,-4,-9,3,0
O=C(COC(=O)C1CCN(S(=O)(=O)c2ccc3c(c2)OCCO3)CC1)NC1CCS(=O)(=O)C1 (stereo not drawn),19,9,-16,-3,2,5,7,-10,11,-15,8
Cc1nc(N2CCOCC2)c2c(C)c(C(=O)Nc3ccccc3C(F)(F)F)sc2n1,14,9,-14,-27,6,-10,-2,-8,10,-18,5
CCOC(=O)Cn1c(=NC(=O)c2cccs2)sc2cc(C(=O)OC)ccc21,-8,26,-7,-35,-4,-68,-36,-10,-110,-3,-61
Brc1ccccc1C1=Nn2c(nnc2-c2ccco2)SC1,17,-2,19,-20,-3,-2,-11,-2,31,-2,29
O=C1N[C@@H](Cc2ccccc2)C(=O)N1CCN1CCOCC1,-12,7,-20,-1,8,19,-9,3,8,-6,4
O=C(COC(=O)/C=C/C(=O)OCC(=O)Nc1ccccc1F)Nc1ccccc1F,8,-11,-27,-11,5,-5,-16,16,-9,-20,10
COc1cc(CN2C[C@@H](CO)O[C@@H](n3cnc4c(NC5CCC5)ncnc43)C2)cc(OC)c1OC,-7,-8,10,-1,x,2,-14,x,4,9,4
COc1ccc(S(=O)(=O)Cc2ccc(C(=O)N3CCN(c4cc(Cl)ccc4C)CC3)o2)cc1,21,8,-1,-27,1,22,4,-8,4,2,19
# Additional compounds follow:
SMILES,CF NFkB block,C8 TRAIL sens,Shn3 3UTR inh,NR2E3 ag-1,NR2E3 ag-2,TROY NFkB inh,TWEAK-Fn14 inh,TRPM1 prom inh,HIF-2a block,KKLEB cytotox,Peg3 promoter
O=C(NCc1cccs1)c1ccccc1,2,-3,-13,-7,2,-7,4,3,-8,6,-4
CCOC(=O)n1c(=O)n(Cc2ccc(OC)cc2)c2ccccc21,18,19,4,-12,-2,7,10,14,-7,-7,13
CSc1ccc(CN(C)C(=O)c2cc3ccccc3o2)cc1,-2,11,-1,-30,-1,-26,-14,-46,-188,-9,-206
Cc1ccc(OCCOCCN2CCN(C)CC2)c([N+](=O)[O-])c1,5,-5,5,9,4,13,12,8,16,6,5
Cc1ccc(N2C(=O)CC(Sc3cccs3)C2=O)cc1 (stereo not drawn),0,-3,-5,-16,-2,-16,-15,-2,8,3,6
CC1CCN(C(=O)Cn2cnc3c2c(=O)n(C)c(=O)n3C)c2ccccc2S1 (stereo not drawn),1,-11,-25,-9,6,-11,8,10,10,5,28
CCN(CC)S(=O)(=O)c1ccc(N2CC(C(=O)NCc3ccc4c(c3)OCO4)CC2=O)cc1 (stereo not drawn),-20,-3,5,20,-1,-26,-11,4,10,-8,1
CCN1C/C(=C\c2cc(OC)c(OC)c(OC)c2)C2=NN(c3ccccc3)C(c3cc(OC)c(OC)c(OC)c3)C2C1 (stereo not drawn),-25,14,-3,-3,x,-12,9,27,2,-1,-5
CCCCN(CCCC)Cc1cc(=O)oc2cc(C)cc(C)c12,32,-6,3,-11,x,7,8,x,6,-8,8
Fc1ccc(N2CCN(c3nnnn3-c3ccccc3)CC2)cc1,17,14,13,-1,1,7,5,-2,4,-8,5
O=C(NCc1ccccc1)c1ccc2c(c1)C(=O)N(CC1CCCO1)C2=O (stereo not drawn),17,0,-18,-5,5,-13,16,6,8,-4,-97
CCOc1ccc2nc(COC(=O)c3ccncc3)c(C(=O)c3ccccc3)[n+]([O-])c2c1,-10,5,-99,6,2,61*,52*,x,-125,6,-122
CCNC(=S)Nc1ccc2c(c1)c(=O)n(C)n2Cc1cccc(C(F)(F)F)c1,5,2,-2,-23,x,0,17,x,-1,-6,-2
CC(=O)Nc1cccc(-c2nc3ccccc3[nH]2)c1,-17,5,-18,-3,1,-12,-22,-6,-64,-6,-39
Cc1ccc(CNS(=O)(=O)c2ccc3c(c2)CCN3C(=O)CCCC(=O)O)cc1,1,16,10,4,1,-8,2,13,15,4,20
O=C(NC1CCCC1)c1sc(=S)n2c1[nH]c(=O)c1ccccc12,47,9,0,12,-3,72*,-3,12,-15,-25,28
O=C(NNC(=O)c1ccc2ccccc2c1O)c1cccs1,-34,-3,-17,-39,0,-18,-11,-11,-125,26,-78
COc1cccc(NC(=O)CN(C)C(=O)[C@@H]2CCCN2C(=O)c2cccs2)c1,-5,4,-13,8,x,2,-2,20,17,22,6
NC(=O)c1cc([N+](=O)[O-])ccc1NCc1cnccn1,-9,13,-3,-2,1,5,1,13,3,12,-1
CCOC(=O)c1cnc2c(C(=O)OC)cccc2c1NCc1ccco1,-32,5,-1,-16,0,-49,-7,4,-7,1,14
O=C(NCCO)c1ccc(-c2ccc3nncn3c2)cc1,18,-10,-17,3,x,-4,14,x,8,-4,3
C=CCNc1sc(C(=O)C2CC2)c(N)c1C#N,10,-2,-3,-8,-1,-17,2,10,-2,-2,13
C=CCNc1nc(C(=O)OCC(=O)c2ccccc2)cs1,-9,6,-112,4,-2,-21,-5,-69,-142,4,-226

# Of the compounds above, 7 have a thiophene ring, fused or not.
SMILES,CF NFkB block,C8 TRAIL sens,Shn3 3UTR inh,NR2E3 ag-1,NR2E3 ag-2,TROY NFkB inh,TWEAK-Fn14 inh,TRPM1 prom inh,HIF-2a block,KKLEB cytotox,Peg3 promoter
Cc1nc(N2CCOCC2)c2c(C)c(C(=O)Nc3ccccc3C(F)(F)F)sc2n1,14,9,-14,-27,6,-10,-2,-8,10,-18,5
CCOC(=O)Cn1c(=NC(=O)c2cccs2)sc2cc(C(=O)OC)ccc21,-8,26,-7,-35,-4,-68,-36,-10,-110,-3,-61
O=C(NCc1cccs1)c1ccccc1,2,-3,-13,-7,2,-7,4,3,-8,6,-4
Cc1ccc(N2C(=O)CC(Sc3cccs3)C2=O)cc1 (stereo not drawn),0,-3,-5,-16,-2,-16,-15,-2,8,3,6
O=C(NNC(=O)c1ccc2ccccc2c1O)c1cccs1,-34,-3,-17,-39,0,-18,-11,-11,-125,26,-78
COc1cccc(NC(=O)CN(C)C(=O)[C@@H]2CCCN2C(=O)c2cccs2)c1,-5,4,-13,8,x,2,-2,20,17,22,6
C=CCNc1sc(C(=O)C2CC2)c(N)c1C#N,10,-2,-3,-8,-1,-17,2,10,-2,-2,13
